Source: PubChem BioAssay (NMMLSC)
VLA-4 inh – inhibition in a human VLA-4 binding assay; P13612; VLA-4 expressing cells, ligand binding flow cytometry; inhibition, % (about 7 µM as worked out from the volumes in the protocol); hit rate 0.2% among 330,000; AID 2557; in the data active = inhibition above about 50%
Target sequence (P13612 whole entry, looked up): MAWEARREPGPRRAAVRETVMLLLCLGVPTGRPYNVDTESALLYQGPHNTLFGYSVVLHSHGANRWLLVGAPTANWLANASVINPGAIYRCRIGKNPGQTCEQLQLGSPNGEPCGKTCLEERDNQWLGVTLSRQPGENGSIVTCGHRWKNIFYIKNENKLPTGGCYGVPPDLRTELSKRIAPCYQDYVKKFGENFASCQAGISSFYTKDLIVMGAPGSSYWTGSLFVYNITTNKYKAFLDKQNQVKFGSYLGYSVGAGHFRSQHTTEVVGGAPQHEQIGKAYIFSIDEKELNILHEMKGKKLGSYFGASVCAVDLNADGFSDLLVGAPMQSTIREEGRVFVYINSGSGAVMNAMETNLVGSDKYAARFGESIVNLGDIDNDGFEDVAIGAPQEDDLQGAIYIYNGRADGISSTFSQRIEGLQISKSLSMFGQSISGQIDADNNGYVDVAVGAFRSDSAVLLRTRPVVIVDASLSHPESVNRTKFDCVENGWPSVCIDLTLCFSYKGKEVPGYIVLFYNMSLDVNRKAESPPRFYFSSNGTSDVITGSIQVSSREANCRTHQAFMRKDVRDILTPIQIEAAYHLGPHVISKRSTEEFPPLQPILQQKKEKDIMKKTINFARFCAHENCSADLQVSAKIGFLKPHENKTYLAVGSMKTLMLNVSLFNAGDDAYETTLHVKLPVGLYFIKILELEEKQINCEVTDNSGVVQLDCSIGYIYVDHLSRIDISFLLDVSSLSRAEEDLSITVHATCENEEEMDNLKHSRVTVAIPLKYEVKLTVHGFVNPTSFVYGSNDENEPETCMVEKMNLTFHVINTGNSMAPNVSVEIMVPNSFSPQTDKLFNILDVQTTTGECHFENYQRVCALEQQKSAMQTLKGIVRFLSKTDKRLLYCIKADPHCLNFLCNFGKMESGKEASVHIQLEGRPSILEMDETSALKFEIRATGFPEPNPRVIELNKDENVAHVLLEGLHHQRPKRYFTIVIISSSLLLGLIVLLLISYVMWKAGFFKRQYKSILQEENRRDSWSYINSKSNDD
AGP1-GFP MLPCN – yeast TOR pathway AGP1-GFP modulation; GFP response vs DMSO, % at 10 µM; S. cerevisiae AGP1-GFP multiplex flow cytometry, 3 h; GFP as percent of DMSO wells; hit rate 0.02% among 320,000;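 active = GFP response relative to DMSO above a set limit, near screen average plus 3 SD, cut at about 150% in these data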;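 also: median GFP channel fluorescence of the gated AGP1 strain per well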
GRK2 aptamer HTS – blocks RNA aptamer binding to human GRK2; P25098; bead flow cytometry, FAM-aptamer displacement from GRK2; inhibition of aptamer binding, % at 10 µM; hit rate 0.59% among 330,000; AID 488847;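 active = inhibition of aptamer binding above 40%, roughly 3 SD of noise, on plates passing a quality check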;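 also: median bead fluorescence of bound FAM aptamer so fluorescent compounds give negative values; no value below 0 was filed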
MEP2 TOR yeast – yeast TOR pathway MEP2-GFP modulation; hit rate 0.51% among 330,000; GFP response vs DMSO, % at 10 µM; S. cerevisiae MEP2-GFP strain, flow cytometry GFP, 3 h; 100% = DMSO control level; AID 2016;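 active = GFP response versus DMSO above a set limit, roughly screen mean plus 3 SD, cut at about 180% in these data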;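 also: median GFP fluorescence of the barcode-gated MEP2-GFP cells per well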
LAP4-GFP MLPCN – modulators of TOR pathway LAP4-GFP in S. cerevisiae; GFP response vs DMSO, % at 10 µM; AID 2023; S. cerevisiae LAP4-GFP multiplex, flow cytometry GFP, 3 h; median GFP as percent of DMSO wells; hit rate 0.34% among 320,000;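 active = GFP response vs DMSO above a set limit, about the screen mean plus 3 SD, cut at about 150% in these data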
CIT2-GFP yeast – yeast TOR pathway CIT2-GFP modulation. S. cerevisiae CIT2-GFP strain, flow cytometry, 3 h; 100 means same as DMSO wells. hit rate 0.065% among 320,000. GFP response vs DMSO, % at 10 µM;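 active = GFP response relative to DMSO above a set limit, near the screen mean plus 3 SD, cut at about 150% in these data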;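 also: ratio of well median GFP fluorescence to mean of DMSO wells on the plate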
Yeast superoxide – yeast age-related superoxide inhibition as caloric restriction mimetic; hit rate 0.18% among 330,000; superoxide response (% of plate mean), % at 10 µM; S. cerevisiae aged cells, superoxide DHE fluorescence; hits give low values;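 active = superoxide response under a set limit, about three screen SD below normal, cut at about 65% in these data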;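 also: yeast aged for seven days with compound at 30 °C before DHE staining; 100% = average MFI of all compound-treated wells on the plate with controls excluded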
RPL19A TOR yeast – yeast TOR pathway RPL19A-GFP modulation; S. cerevisiae RPL19A-GFP strain, flow cytometry, 3 h; hits give low values; percent response vs DMSO, % at 10 µM; hit rate 0.3% among 330,000;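 active = percent response vs DMSO below 50%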;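 also: median channel GFP fluorescence of the barcoded RPL19A-GFP strain; ratio of sample median GFP to plate DMSO average so 100% = DMSO; lower means less RPL19A-GFP as with rapamycin TOR inhibition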
* marks the source's active call; other numbers are inactive results; . = not tested or not shown.

SMILES	VLA-4 inh	AGP1-GFP MLPCN	GRK2 aptamer HTS	MEP2 TOR yeast	LAP4-GFP MLPCN	CIT2-GFP yeast	Yeast superoxide	RPL19A TOR yeast
CC(C)(C)C(=O)NC(=S)NCCc1ccccc1	-4.7	99.1	0.0	106.3	108.8	93.2	89.3	94.3
CCNC(=S)N(CCc1c(C)[nH]c2ccc(C)cc12)Cc1ccco1	-21.1	91.8	0.0	91.7	89.2	92.8	103.8	96.3
CCN(CC)S(=O)(=O)c1cccc(-c2nnc(SCCOc3ccccc3)o2)c1	-8.0	100.8	0.0	100.0	98.8	95.9	120.5	99.6
COCCNC(=O)CSc1nnc(-c2ccc(C)cc2)c(-c2ccc(C)cc2)n1	0.0	92.0	2.0	93.6	96.3	89.6	94.4	97.3
CCOC(=O)N1CCN(C(=O)c2cc3cc(Br)ccc3oc2=O)CC1	-36.6	105.2	1.0	100.4	98.5	109.0	104.6	98.0
Nc1oc2ccc(F)cc2c(=O)c1C=O	13.2	102.3	2.0	99.5	98.6	104.1	113.9	101.2
COc1ccc(/C=C(\C#N)C(=O)OCC(=O)NCc2ccccc2Cl)cc1	-4.2	115.5	1.0	124.0	100.5	115.1	92.1	122.5
COc1c(C)cc(Br)cc1C(=O)NC(=S)NCc1ccco1	-8.2	100.6	2.0	95.0	109.7	93.7	90.9	101.0
CN(CC(=O)OCC(=O)NC(=O)c1cccn1C)S(=O)(=O)c1ccc(Cl)cc1	-6.4	97.9	0.0	100.1	89.0	102.1	94.1	.
COC(=O)CC1=C(C(=O)OC)C(c2cc(OC)c(OC)cc2OC)C(C#N)=C(N)O1 (stereo not drawn)	17.5	102.4	1.0	104.2	102.7	108.4	83.5	103.0
CCOC(=O)c1cc(CC)sc1NC(=O)C1CC(=O)NN1Cc1ccccc1 (stereo not drawn)	-9.5	109.8	0.0	110.8	113.4	97.1	80.1	105.2
CCOC(=O)COc1cccc2c(=O)n(CC(=O)N3CCCCC3)ccc12	3.4	95.0	2.0	97.0	100.6	88.6	78.5	99.9
CCc1ccc2[nH]c3nc(SCc4nnc(-c5ccc(C)cc5)o4)nnc3c2c1	6.6	96.4	0.0	94.1	97.4	95.0	113.3	99.2
CC(C)(C)C1CCC(C(=O)NCCc2ccc(S(N)(=O)=O)cc2)CC1 (stereo not drawn)	-6.2	95.7	0.0	105.0	96.1	107.4	93.6	95.0
Cc1ccccc1CSCC(Nc1ccc(C(=O)O)cc1[N+](=O)[O-])C(=O)O (stereo not drawn)	1.5	105.6	0.0	105.9	104.3	95.6	99.3	106.3
CC(C)CN(C(=O)CSc1nc2ccccc2o1)c1c(N)n(Cc2ccccc2)c(=O)[nH]c1=O	-10.3	111.6	0.0	102.4	114.8	94.9	105.0	101.5
Cc1ccccc1N(CC(=O)NC1CCCCC1)C(=O)CCC(=O)Nc1nccs1	5.2	100.0	3.0	100.3	90.5	102.3	101.8	99.9
COc1ccc(CNC(=O)C(C)n2ccc3cc(S(=O)(=O)N4CCCCCC4)ccc32)cc1 (stereo not drawn)	16.7	97.9	0.0	93.0	92.5	101.2	74.9	97.9
Cc1cccc(N(Cc2cc3ccccc3[nH]c2=O)S(=O)(=O)c2ccccc2)c1	-5.1	101.1	7.0	106.9	104.9	104.0	110.4	105.5
C/C(=N\Nc1cc(-c2ccccc2)nc(-c2ccccc2)n1)c1ccc(O)c(C)c1	18.6	89.7	0.0	100.4	107.9	101.8	85.5	98.2
O=S(=O)(Nc1cccc(S(=O)(=O)N2CCOCC2)c1)c1ccc2c(c1)OCCO2	9.5	109.5	1.0	104.2	106.9	97.6	102.2	97.8
COC(=O)c1cc(=O)n(Cc2ccco2)c(=Nc2ccc(F)cc2)s1	-26.9	97.3	4.0	103.6	108.5	99.5	93.9	100.9
CCCCNc1nc2ccccc2nc1NS(=O)(=O)c1ccc(F)cc1	-1.0	79.0	3.0	93.6	82.2	94.9	99.7	95.6
CCN(CC)S(=O)(=O)c1ccc(/C=C/C(=O)OCC(=O)Nc2cccc3ccccc23)cc1	-8.3	96.6	0.0	103.5	102.0	96.6	101.7	100.7
Cn1c(SCc2nc3ccccc3[nH]2)nnc1-c1cccs1	-1.5	113.0	0.0	107.3	109.5	104.9	85.3	99.8
O=C(CCc1nc2ccccc2c(=O)[nH]1)NC1CCN(Cc2ccccc2)CC1	-5.4	94.4	0.0	97.8	97.5	108.2	96.5	93.1
NC(N)=N/N=C/c1ccc(OCc2ccccc2)cc1	10.7	97.5	0.0	97.1	98.1	.	101.2	93.8
O=C(c1cccc(C(=O)N2CCc3ccccc32)n1)N1CCc2ccccc21	-12.8	.	0.0	114.7	110.8	94.2	117.2	108.5
O=C(NNC(=O)c1c(F)cccc1F)c1ccccc1-n1cccc1	6.2	92.9	2.0	90.4	105.9	89.2	100.3	95.4
CCCCNC(=O)CNC(=O)c1nn(-c2ccc(OC)cc2OC)c(=O)c2ccccc12	0.8	100.7	8.0	96.4	93.4	112.2	98.0	96.7
Cc1c(NC(=O)c2cccc(S(=O)(=O)N3CCOCC3)c2)c(=O)n(-c2ccccc2)n1C	-9.6	105.8	1.0	103.0	107.6	110.7	106.0	101.3
CC(=O)Oc1ccccc1-c1nc(/C=C/c2ccccc2)no1	7.7	101.8	0.0	109.2	97.1	106.0	99.7	106.6
Cc1cc(C)c(NS(=O)(=O)c2ccc(Cl)c(C(=O)O)c2)c(C)c1	1.0	105.5	5.0	104.4	102.8	107.8	80.6	101.2
O=S(=O)(c1ccc(C2CCCCC2)cc1)N1CCN(c2ncccn2)CC1	23.3	101.2	0.0	105.7	98.2	98.9	112.0	100.0
CC1CCC2(CC1)NC(=O)N(CC(=O)Nc1cccnc1Cl)C2=O (stereo not drawn)	17.8	102.0	0.0	98.4	99.5	94.3	76.0	101.6
NC(=S)NN=C1C2CC3CC(C2)CC1C3	-3.4	108.4	1.0	96.2	133.8	92.3	92.6	102.7
Cc1ccc(C)c(NC(=O)C(Sc2nnc(-c3cccs3)o2)c2ccccc2)c1 (stereo not drawn)	-17.6	100.2	1.0	92.8	100.3	92.0	97.4	100.8
Cc1[nH]c2ccc(C(=O)NCCN3CCCCCC3)cc2c1C	-3.8	105.4	0.0	101.8	99.0	106.4	105.1	98.7
CCc1nn(-c2ccccc2)c2c1-c1cc(OC)c(OC)cc1C1(N2)C(=O)Nc2ccccc21 (stereo not drawn)	-2.9	104.6	0.0	102.0	102.5	107.2	90.0	101.2
CCN(CC)S(=O)(=O)c1cc(C(=O)N(C)CC(=O)Nc2ccc(Cl)cc2)ccc1Cl	7.2	102.0	3.0	105.5	90.3	104.1	92.8	105.6
O=C(OCC(=O)N(CCc1ccccc1)Cc1ccccc1)c1ccccc1NCCO	-7.9	95.6	0.0	97.3	101.7	96.4	110.4	100.1
COC(=O)c1cc(/C=C/c2ccccc2)on1	5.6	101.5	4.0	102.6	100.9	95.7	105.0	98.8
ClC1=C(Cl)C(Cl)=C(Cl)C1=C/C=C/c1ccccc1	3.4	107.4	0.0	96.4	102.1	103.6	108.8	102.8
CCCc1cc(C(=O)N2CCCC(Cc3ccccc3C)(C(=O)OCC)C2)no1 (stereo not drawn)	3.0	100.0	1.0	88.3	93.7	93.8	97.4	99.4
CCOc1ccc(C(=S)NC2CCCCC2)cc1	2.2	106.6	0.0	106.8	121.1	101.2	103.0	101.6
CCc1ccc(OCC(=O)N(C)CCC#N)c(Br)c1	5.2	97.3	0.0	99.8	96.4	93.4	92.6	90.3
Cc1ccc(NC(=O)CCc2nnc3ccc(NCc4ccco4)nn23)cc1	-0.7	99.4	0.0	91.8	89.5	107.7	104.5	99.4
CCCCN(C(=O)c1ccc(Br)o1)C1CCS(=O)(=O)C1 (stereo not drawn)	12.6	100.8	7.0	108.4	94.4	97.8	112.0	104.2
COc1ccc(N2CC(C(=O)OCC(=O)c3ccccc3)CC2=O)cc1 (stereo not drawn)	-1.1	107.8	2.0	111.0	111.7	107.6	103.1	104.1
CCOC(=O)c1ccccc1NC(=O)CSC(C)C(=O)Nc1cc(C)on1 (stereo not drawn)	12.6	96.6	0.0	99.3	102.6	98.1	96.1	96.7

The results go on.
SMILES	VLA-4 inh	AGP1-GFP MLPCN	GRK2 aptamer HTS	MEP2 TOR yeast	LAP4-GFP MLPCN	CIT2-GFP yeast	Yeast superoxide	RPL19A TOR yeast
CC(C)(C)NC(=O)COC(=O)c1ccc(S(=O)(=O)N2CCCCCC2)cc1	4.4	101.0	2.0	101.0	102.3	94.8	95.8	101.7
c1ccc(-n2ncc3c(NCCN4CCOCC4)ncnc32)cc1	6.0	90.3	4.0	94.8	92.5	89.9	111.0	90.2
CCOC(=O)c1c(N)sc(C(=O)N2CCCC(C(N)=O)C2)c1C (stereo not drawn)	14.1	112.6	1.0	122.7	117.7	105.7	111.0	113.4
Cc1ccc(C)c(Nc2cc(C(=O)NCc3cccnc3)c3ccccc3n2)c1	-1.3	103.7	0.0	101.1	106.4	100.3	110.4	99.7
O=[N+]([O-])c1ccc(Sc2n[nH]c(-c3ccco3)n2)nc1	3.7	99.8	0.0	103.4	89.6	107.4	126.0	105.2
O=c1[nH]c(C2C3CC4CC(C3)CC2C4)nc2ccccc12 (stereo not drawn)	-5.8	89.3	5.0	101.1	102.7	100.8	96.2	101.0
COc1ccc(C(=O)CC(=O)C(=O)Nc2cc(OC)c(OC)c(OC)c2)cc1	0.9	100.2	0.0	105.6	109.2	93.2	94.6	105.5
O=C(/C=C/c1cccc([N+](=O)[O-])c1)N1CCN(Cc2ccc3c(c2)OCO3)CC1	2.6	95.9	0.0	96.9	88.3	95.5	100.3	97.9
CC(NC(=O)CCSc1nc(-c2ccco2)cc(C(F)(F)F)n1)c1ccccc1 (stereo not drawn)	11.8	.	2.0	102.0	103.1	99.8	105.2	98.1
CCOC(=O)C(NS(=O)(=O)c1ccc(C)cc1)(C(F)(F)F)P(=O)(OCC(C)C)OCC(C)C (stereo not drawn)	2.6	97.4	0.0	108.2	94.2	98.6	115.4	99.5

Ordered by formula weight (low to high): some entries from above
SMILES	VLA-4 inh	AGP1-GFP MLPCN	GRK2 aptamer HTS	MEP2 TOR yeast	LAP4-GFP MLPCN	CIT2-GFP yeast	Yeast superoxide	RPL19A TOR yeast
O=c1[nH]c(C2C3CC4CC(C3)CC2C4)nc2ccccc12 (stereo not drawn)	-5.8	89.3	5.0	101.1	102.7	100.8	96.2	101.0
Cc1ccc(C)c(Nc2cc(C(=O)NCc3cccnc3)c3ccccc3n2)c1	-1.3	103.7	0.0	101.1	106.4	100.3	110.4	99.7
CC(NC(=O)CCSc1nc(-c2ccco2)cc(C(F)(F)F)n1)c1ccccc1 (stereo not drawn)	11.8	.	2.0	102.0	103.1	99.8	105.2	98.1
CCOC(=O)C(NS(=O)(=O)c1ccc(C)cc1)(C(F)(F)F)P(=O)(OCC(C)C)OCC(C)C (stereo not drawn)	2.6	97.4	0.0	108.2	94.2	98.6	115.4	99.5

Other results follow.
SMILES	VLA-4 inh	AGP1-GFP MLPCN	GRK2 aptamer HTS	MEP2 TOR yeast	LAP4-GFP MLPCN	CIT2-GFP yeast	Yeast superoxide	RPL19A TOR yeast
CCOCCCNC(=O)c1ccccc1OC1CCN(S(C)(=O)=O)CC1	16.1	85.4	0.0	69.4	99.2	92.7	97.0	99.0
CCc1ccc(C2CC(c3ccc(Cl)cc3)n3nc(N)nc3N2)cc1 (stereo not drawn)	-2.2	98.3	0.0	99.0	96.9	96.7	101.8	100.8
O=C(Nc1cccs1)Nc1c(F)cc(F)cc1Br	-1.5	100.8	0.0	94.4	98.9	94.8	109.1	104.1
CCOC(=O)/C(C#N)=C/c1ccc(OCC(=O)Nc2ccc(OC)cc2)c(OC)c1	-3.5	98.4	0.0	97.8	99.6	95.9	93.0	97.2
Cc1ccc(S(=O)(=O)NCc2ccc(C(=O)N3CCCC3)cc2)cc1	3.8	95.3	0.0	92.0	95.1	93.8	91.7	93.8
CS(=O)(=O)Nc1cccc(C(=O)CC2(O)C(=O)Nc3ccc(Br)cc32)c1 (stereo not drawn)	14.6	83.3	5.0	108.2	90.0	89.5	93.6	.

The order is random, and some 1.7% of all compounds hit somewhere here.
